14-3-3 PPI = 14-3-3 gamma protein interaction modulation; P61981; FP, 14-3-3gamma / TMR-pS259-Raf peptide binding; inhibition, % at 40 µM; 160,000 compounds, 0.19% hits; AID 422; in the data active means inhibition above about 30%;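 further: 0% = protein plus tracer without compound and 100% = blank with tracer alone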
Target sequence (P61981 whole entry, looked up): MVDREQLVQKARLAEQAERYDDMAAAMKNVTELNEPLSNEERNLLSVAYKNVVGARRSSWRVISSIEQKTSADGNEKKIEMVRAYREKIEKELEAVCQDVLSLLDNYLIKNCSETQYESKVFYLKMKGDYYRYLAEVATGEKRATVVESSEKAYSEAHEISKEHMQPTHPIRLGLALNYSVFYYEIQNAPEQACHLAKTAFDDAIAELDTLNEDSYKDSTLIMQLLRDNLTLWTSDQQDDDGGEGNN
Numbers without * were called inactive; & = joins results of further samples.

Start of the listing, in advance (five entries):
`COc1cc2c(cc1OC)C(COc1ccc(F)cc1)N(C(=O)c1ccc(C)c([N+](=O)[O-])c1)CC2` (centres undefined) gave 14-3-3 PPI -1.
For CCC1=Nc2cc(C(=O)NCCN3CCOCC3)ccc2Sc2ccc(C)cc21 the results were 14-3-3 PPI -24.
`O=C(c1ccc([N+](=O)[O-])cc1)N1CCSC1c1ccccc1Cl` (centres undefined) gave 14-3-3 PPI -4.
`CN=C1NC(=O)C(CC(=O)Nc2ccc(C)cc2)S1` (centres undefined) gave 14-3-3 PPI -15.
Screening CCc1ccc2nc3c(c(C(=O)O)c2c1)CCC3 returned 14-3-3 PPI -6.

The whole of this part, repeating the preview:
`COc1cc2c(cc1OC)C(COc1ccc(F)cc1)N(C(=O)c1ccc(C)c([N+](=O)[O-])c1)CC2` (centres undefined) gave 14-3-3 PPI -1.
For CCC1=Nc2cc(C(=O)NCCN3CCOCC3)ccc2Sc2ccc(C)cc21 the results were 14-3-3 PPI -24.
`O=C(c1ccc([N+](=O)[O-])cc1)N1CCSC1c1ccccc1Cl` (centres undefined) gave 14-3-3 PPI -4.
`CN=C1NC(=O)C(CC(=O)Nc2ccc(C)cc2)S1` (centres undefined) gave 14-3-3 PPI -15.
Screening CCc1ccc2nc3c(c(C(=O)O)c2c1)CCC3 returned 14-3-3 PPI -6.
Screening CCCOc1ccc(C2C(=O)N(C3CCCCCC3)CC(=O)N2Cc2ccc(F)cc2)cc1OC (centres undefined) returned 14-3-3 PPI 2.
CCCOC(=O)C1=C(C)NC(=O)NC1c1ccc(O)c(OCC)c1 (centres undefined) was read as 14-3-3 PPI -2.
CCOc1ccc(C2C(C(=O)OC(C)C)=C(C)NC3=C2C(=O)C(C(=O)OC)C(C)C3)cc1OC (centres undefined) was read as 14-3-3 PPI 1.
`CC1=C(C(=O)Nc2ccc(Cl)cc2)C(c2cccc(Br)c2)NC(=S)N1` (centres undefined) gave 14-3-3 PPI -10.
Screening CC1=NN(C(=O)C(=O)NCCc2ccccc2)C(O)(C(F)(F)F)C1 (centres undefined) returned 14-3-3 PPI 0.
`CC(=O)n1c2ccccc2c2ccccc21` gave 14-3-3 PPI -3.
For Cc1nc2ccccc2n1S(=O)(=O)c1ccc(S(=O)(=O)N2CCCCCC2)cc1 the results were 14-3-3 PPI -7.
For Cc1cccc(N2CCN(C(=O)c3ccc(N4CC5CC(C4)c4cccc(=O)n4C5)c(NC(=O)c4ccc(Br)o4)c3)CC2C)c1 (centres undefined) the results were 14-3-3 PPI -1.
For COC(=O)c1ccccc1N1C(=O)[C@@H]2C(c3ccc(Br)cc3)=NO[C@@H]2C1=O the results were 14-3-3 PPI 4.
`CCOC(=O)c1cc2c(=O)n3ccccc3nc2n(C2CCCCC2)c1=NC(=O)c1cccc2ccccc12` gave 14-3-3 PPI 2.
`CCSc1nnc(NC(=O)C(C)C)s1` gave 14-3-3 PPI -1.
`CCOc1ccc(C(=O)CN2CCN(S(=O)(=O)c3ccc(C(C)C)cc3)CC2)cc1` gave 14-3-3 PPI -6.
`CC(C)(C)C1=CC(C(C#N)C#N)c2ccccc2O1` (centres undefined) gave 14-3-3 PPI 17.
For COc1ccc(CN2CCC(N(C)Cc3ccccc3)CC2)c(OC)c1 the results were 14-3-3 PPI -5.
For Cc1cccc(C)c1NC(=O)C1CCN(S(=O)(=O)c2ccccc2)CC1 the results were 14-3-3 PPI 0.
`CC1(C)CC(=O)c2c(-c3cccs3)n[nH]c2C1` gave 14-3-3 PPI -6.
Screening CC1CCCCN1S(=O)(=O)c1ccc(C(=O)Nc2sc3c(c2-c2nc4ccccc4s2)CCN(C)C3)cc1 (centres undefined) returned 14-3-3 PPI -128.
`O=C1CC(c2ccc3c(c2)OCO3)CC2=C1C(c1cc3c(cc1Br)OCO3)Nc1ccccc1N2` (centres undefined) gave 14-3-3 PPI -6.
Screening CN(C)c1cccc(N=C2C=C(N3CCOCC3)CC(C)(C)C2)c1 returned 14-3-3 PPI 0.
CCN(CC)c1ccc(-c2nn3c(-c4cccnc4)nnc3s2)cc1 was read as 14-3-3 PPI -4.
CC1=C(C(=O)Nc2ccccc2)C(c2sccc2C)n2ncnc2N1 (centres undefined) was read as 14-3-3 PPI -5.
`CCOc1ccc2nc(NC(=O)c3cccc(C(=O)OC)n3)sc2c1` gave 14-3-3 PPI -1.
For COC(=O)C1=C(N)OC2=C(C(=O)CCC2)C1c1ccc(OCc2ccccc2F)cc1 (centres undefined) the results were 14-3-3 PPI 5.
O=C(NCc1cccs1)c1sc(=S)n2c1[nH]c(=O)c1sccc12 was read as 14-3-3 PPI -27.
`O=C(NCC1CCCO1)C1CCN(c2ccc(S(=O)(=O)N3CCCC3)cc2)CC1` (centres undefined) gave 14-3-3 PPI -6.

For convenience, some entries already given.
Screening CN(C)c1cccc(N=C2C=C(N3CCOCC3)CC(C)(C)C2)c1 returned 14-3-3 PPI 0.
CCN(CC)c1ccc(-c2nn3c(-c4cccnc4)nnc3s2)cc1 was read as 14-3-3 PPI -4.
CC1=C(C(=O)Nc2ccccc2)C(c2sccc2C)n2ncnc2N1 (centres undefined) was read as 14-3-3 PPI -5.
`CCOc1ccc2nc(NC(=O)c3cccc(C(=O)OC)n3)sc2c1` gave 14-3-3 PPI -1.
For COC(=O)C1=C(N)OC2=C(C(=O)CCC2)C1c1ccc(OCc2ccccc2F)cc1 (centres undefined) the results were 14-3-3 PPI 5.
O=C(NCc1cccs1)c1sc(=S)n2c1[nH]c(=O)c1sccc12 was read as 14-3-3 PPI -27.
`O=C(NCC1CCCO1)C1CCN(c2ccc(S(=O)(=O)N3CCCC3)cc2)CC1` (centres undefined) gave 14-3-3 PPI -6.

New compounds follow.
O=C(CSc1nc2ccc(N3C(=O)c4ccc([N+](=O)[O-])cc4C3=O)cc2s1)NCCOc1ccc(Cl)cc1 was read as 14-3-3 PPI -2.
Screening Cn1c(=O)oc2cc(S(=O)(=O)N3CCc4ccccc43)ccc21 returned 14-3-3 PPI -7.
CCOc1cc(C2Nc3ccc4ncccc4c3C3=C2C(=O)CC(C)(C)C3)ccc1O (centres undefined) was read as 14-3-3 PPI -4.
`CCCCSc1nc2c(c(=O)[nH]1)C(C1CCCC1)Cc1ccccc1-2` (centres undefined) gave 14-3-3 PPI -9.
CCCNC(=O)c1c(NC(=O)c2ccccc2C)sc2c1CCC2 was read as 14-3-3 PPI -2.
Screening O=C(NCCc1ccccc1)C1CCC(=O)N1Cc1cccnc1 (centres undefined) returned 14-3-3 PPI -8.
Screening c1nc(SCc2ccc3c(c2)OCO3)c2[nH]cnc2n1 returned 14-3-3 PPI -6.
Screening COC(=O)c1ccc(N2C(=O)c3cc(N4CCOCC4)c([N+](=O)[O-])cc3C2=O)cc1 returned 14-3-3 PPI -2.
`CC1(C)CC(=O)C=C(Nc2ccc(NC3=CC(=O)CC(C)(C)C3)cc2)C1` gave 14-3-3 PPI -6.
`CCn1nc(NC(=O)c2ccncc2)c2cc3ccccc3nc21` gave 14-3-3 PPI -7.
For c1n[nH]c(NC2=NCCC2)n1 the results were 14-3-3 PPI -7.
Screening COc1ccc(CSc2nc(C)cc(=O)[nH]2)cc1Br returned 14-3-3 PPI -8.
`O=C(Oc1ccc(-c2cnc3ccccc3n2)cc1)c1ccc(Br)c([N+](=O)[O-])c1` gave 14-3-3 PPI -6.
Screening Cc1ccccc1C(=O)Nc1sc2c(c1C(N)=O)CCCC2 returned 14-3-3 PPI -4.
Screening COc1ccc(N2C(=O)CC(NCc3cccnc3)C2=O)cc1 (centres undefined) returned 14-3-3 PPI -10.
Screening CCOc1ccc(N2C(=O)Nc3ccc(Br)cc3C2(O)C(=O)NCc2ccccc2OC)cc1 (centres undefined) returned 14-3-3 PPI 5.
`NC(=O)C1CCN(C(c2ccccc2Cl)c2nnnn2CC2CCCO2)CC1` (centres undefined) gave 14-3-3 PPI -2.
O=C(c1ccccc1F)N1CCN=C1SCc1ccc(Br)cc1 was read as 14-3-3 PPI 3.
CCc1ccc(N2C(=O)Nc3ccc(Br)cc3C2(O)C(=O)NC2CC2)cc1 (centres undefined) was read as 14-3-3 PPI -4.
For O=C(Nc1ccccc1C(=O)Nc1ccc(Cl)cc1)c1cccs1 the results were 14-3-3 PPI 7.
Screening COC(=O)c1cc(NC(=O)CC2NCCNC2=O)cc(C(=O)OC)c1 (centres undefined) returned 14-3-3 PPI -5.
CCCCC1(C(=O)OCC)CC(CN2CCOCC2)OC1=O (centres undefined) was read as 14-3-3 PPI 54*.
For Cc1ccc(Cl)cc1N1CCN(C(=O)c2c[nH]n3c(=O)c(Cc4ccccc4F)c(C)nc23)CC1 the results were 14-3-3 PPI -12.
Screening O=C(Cn1c(=O)n(-c2ccccc2)c(=O)c2c3c(sc21)CCCC3)Nc1cccc(Cl)c1 returned 14-3-3 PPI -9.
Cc1ccc(CSc2nc3ccccc3c(=O)n2Cc2ccco2)cc1 was read as 14-3-3 PPI 1.
`Cn1c(=O)c2c(nc(N3CCCCC3)n2CCCNC2=NCCCC2)n(C)c1=O` gave 14-3-3 PPI 3.
Cc1ccc(N2CCN(CCc3nc4cc(NS(C)(=O)=O)ccc4n3C)CC2)cc1 was read as 14-3-3 PPI -2.
`O=C(O)CCC(=O)C12CC3CC(CC(C3)C1)C2` gave 14-3-3 PPI 0.
Screening COc1ccc(-c2csc(NC(=O)C3CC=CCC3C(=O)O)n2)cc1 (centres undefined) returned 14-3-3 PPI 1.
COc1ccccc1Oc1nnnn1-c1ccccc1 was read as 14-3-3 PPI -3.
For CCOC(=O)N1CCN(c2ncnc3c2oc2nc(C(C)C)c4c(c23)CCC4)CC1 the results were 14-3-3 PPI -7.
For Cc1ccc(NC(=O)CSCC(=O)Nc2ncc3c(n2)CC(c2ccco2)CC3=O)cc1 (centres undefined) the results were 14-3-3 PPI -5.
Screening Oc1ccc(C2=Nn3c(nnc3-c3cccc(F)c3)SC2)cc1O returned 14-3-3 PPI -4.
Screening Cc1cccc(OCC(=O)Nc2ccc(S(=O)(=O)Nc3ncccn3)cc2)c1C returned 14-3-3 PPI 2.
`CCOc1ccc(C2C=C(c3ccc(C)cc3)Nc3nnnn32)cc1` (centres undefined) gave 14-3-3 PPI -10.
O=C(Cc1ccccc1)Nc1sc2c(c1C(=O)Nc1ccccc1Cl)CCCC2 was read as 14-3-3 PPI -7.
Screening Cc1sc2ncnc(N3CCN(c4ccccn4)CC3)c2c1C returned 14-3-3 PPI -8.
For Cn1c(=S)[nH]c2sc3c(c2c1=O)CCC(C(C)(C)C)C3 (centres undefined) the results were 14-3-3 PPI -13.
`CCOC(=O)c1cc2c(=O)n3ccccc3nc2n(C)c1=NC(=O)c1cccc(F)c1` gave 14-3-3 PPI 0.
Screening c1ccc(Nc2ccccc2Nc2ccccn2)nc1 returned 14-3-3 PPI 26.
For NC(=O)c1ccsc1NC(=O)COC(=O)Cc1ccsc1 the results were 14-3-3 PPI -7.
For O=C(CCCCCn1c(=S)[nH]c2ccsc2c1=O)NCc1cccc(Cl)c1 the results were 14-3-3 PPI -3.
For COc1cc(NC(=O)CSc2nc3nc(C)cc(C)n3n2)cc(OC)c1 the results were 14-3-3 PPI 1.
`CN(c1cccc(NC(=O)COc2ccccc2)c1)S(C)(=O)=O` gave 14-3-3 PPI -2.
COCCCNC(=O)c1cccn2c(=O)c3cc4ccccc4cc3nc12 was read as 14-3-3 PPI -12.
CC(C)CN(C(=O)COC(=O)c1cc2c(s1)CCC2)C1CCS(=O)(=O)C1 (centres undefined) was read as 14-3-3 PPI -5.
COC(=O)CN1C(=O)C2(OCCCO2)c2cc(Br)ccc21 was read as 14-3-3 PPI -8.
For O=c1oc2ccccc2c(Nc2ccccc2)c1CN1CCCCC1 the results were 14-3-3 PPI -4.
For Cn1c(SCC(=O)N2CCCCC2)nnc1-c1c[nH]c2ccccc12 the results were 14-3-3 PPI -7.
`COc1ccc(OCC(O)CN2CCN(c3ccc(OC)cc3)CC2)cc1` (centres undefined) gave 14-3-3 PPI -4.
COc1ccc(CNC(=O)NCc2ccc(OC)c(OC)c2)cc1OC was read as 14-3-3 PPI -8.
Screening Cc1ccc2nc(N3CCC(C(=O)NC4CCCCC4)CC3)[nH]c2c1 returned 14-3-3 PPI -1.
COc1ccc(N2C(=O)C3CC=CCC3C2=O)c(OC)c1 (centres undefined) was read as 14-3-3 PPI 1.
For Cc1ccccc1C(=O)Nc1ccc2nc(SCC(=O)NC3CCCCC3)sc2c1 the results were 14-3-3 PPI -12.
Screening COc1ccc(-c2csc(-c3cc4cc(OC)ccc4oc3=O)n2)cc1 returned 14-3-3 PPI -212.
CS(=O)(=O)c1ccc2nc(NC(=O)Cc3ccccc3)sc2c1 was read as 14-3-3 PPI -2.
`CCSc1nnc(NC(=O)c2ccc(C)o2)s1` gave 14-3-3 PPI 1.
Cc1nnc(Sc2cc(C(=O)NCCCN3CC(C)CC(C)C3)c3ccccc3n2)s1 (centres undefined) was read as 14-3-3 PPI -4.
For O=C(c1ccc(F)cc1)N1CCN(C2=NS(=O)(=O)c3ccccc32)CC1 the results were 14-3-3 PPI 1.
`O=C(COC(=O)CN1C(=O)C2CC=CCC2C1=O)Nc1cc(C(F)(F)F)ccc1N1CCOCC1` (centres undefined) gave 14-3-3 PPI 3.

Sorted by molecular weight (lowest first): 3 of the compounds above
COc1ccc(N2C(=O)C3CC=CCC3C2=O)c(OC)c1 (centres undefined) was read as 14-3-3 PPI 1.
For O=C(c1ccc(F)cc1)N1CCN(C2=NS(=O)(=O)c3ccccc32)CC1 the results were 14-3-3 PPI 1.
`O=C(COC(=O)CN1C(=O)C2CC=CCC2C1=O)Nc1cc(C(F)(F)F)ccc1N1CCOCC1` (centres undefined) gave 14-3-3 PPI 3.

Later entries:
COC(=O)c1cc(O)c(OCc2ccccc2)c(O)c1 was read as 14-3-3 PPI 0&1.
Screening CN(C)c1ccc(C2NCCCN2C)cc1 (centres undefined) returned 14-3-3 PPI -7.
Screening Cc1ccc2cc(CN(CC3CCCO3)S(=O)(=O)c3cccc4nsnc34)c(=O)[nH]c2c1 (centres undefined) returned 14-3-3 PPI -11.
Screening O=C(CCN1C(=O)c2ccncc2C1=O)NCc1ccc(F)cc1 returned 14-3-3 PPI 6.
For COc1cccc(NC2=C(N3CCOCC3)C(=O)c3ccccc3C2=O)c1 the results were 14-3-3 PPI 4.
`COc1ccc(-n2ccnc2SCC(=O)Nc2ccccc2)cc1` gave 14-3-3 PPI -9.
Screening Cc1cccn2c(=O)c3cc(C(=O)NC4CCCCC4)c(=N)n(CCCO)c3nc12 returned 14-3-3 PPI -1.
O=C1c2ccccc2C(=O)c2cc(S(=O)(=O)NC3CCCCC3)ccc21 was read as 14-3-3 PPI -7.

Screens (PubChem)

The list is partial; count on the stated rates, not on these rows.
